PAFAH2 inh: PAFAH2 enzyme inhibitors, primary screen, biochemical, fluorescence polarization, human | recombinant PAFAH2, FP-rhodamine activity probe | inhibition, % at 3.39 µM | actives 0.99% (n = 340,000) | Platelet-activating factor acetylhydrolase 2, cytoplasmic (Homo sapiens), Q99487;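 active means inhibition above the mean over all tested compounds plus 3 SD, cut at about 30% in these data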;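 further: inhibitors block probe labeling of enzyme so polarization drops; 0% = enzyme with DMSO and 100% = wells lacking PAFAH2 protein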
GSTO1 inh: inhibitors of recombinant GSTO1, primary screen, counter-screen for RBBP9 inhibitor project, biochemical, fluorescence polarization | actives 1.1% (n = 300,000) | AID 1974, 2009 | Glutathione S-transferase omega-1 (Homo sapiens), P78417 | inhibition, % at 5.96 µM | activity-based probe fluorescence polarization;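 active means inhibition above the campaign mean inhibition plus 3 SD, cut at about 35% in these data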;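 further: 0% = GSTO1-1 with DMSO and 100% = wells lacking GSTO1-1 enzyme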
Target sequence (P78417 whole entry, looked up): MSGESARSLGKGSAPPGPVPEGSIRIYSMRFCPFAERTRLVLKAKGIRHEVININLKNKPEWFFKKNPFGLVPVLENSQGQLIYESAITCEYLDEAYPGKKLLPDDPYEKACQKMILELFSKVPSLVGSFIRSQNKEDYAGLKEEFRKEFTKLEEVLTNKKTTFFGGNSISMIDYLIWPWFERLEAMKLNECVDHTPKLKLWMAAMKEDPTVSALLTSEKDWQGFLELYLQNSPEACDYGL
PREPL inhibitor: PREPL enzyme inhibitors, primary screen, biochemical, fluorescence polarization; inhibition, % at 5.96 µM; actives 0.68% (n = 320,000); recombinant PREPL, fluorescence polarization activity-based probe; Prolyl endopeptidase-like (Homo sapiens), Q4J6C6; in the data active means inhibition above about 43%;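 further: 0% = enzyme with DMSO and 100% = wells lacking enzyme; many of its hits are not listed in these tables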
Target sequence (Q4J6C6 whole entry, looked up): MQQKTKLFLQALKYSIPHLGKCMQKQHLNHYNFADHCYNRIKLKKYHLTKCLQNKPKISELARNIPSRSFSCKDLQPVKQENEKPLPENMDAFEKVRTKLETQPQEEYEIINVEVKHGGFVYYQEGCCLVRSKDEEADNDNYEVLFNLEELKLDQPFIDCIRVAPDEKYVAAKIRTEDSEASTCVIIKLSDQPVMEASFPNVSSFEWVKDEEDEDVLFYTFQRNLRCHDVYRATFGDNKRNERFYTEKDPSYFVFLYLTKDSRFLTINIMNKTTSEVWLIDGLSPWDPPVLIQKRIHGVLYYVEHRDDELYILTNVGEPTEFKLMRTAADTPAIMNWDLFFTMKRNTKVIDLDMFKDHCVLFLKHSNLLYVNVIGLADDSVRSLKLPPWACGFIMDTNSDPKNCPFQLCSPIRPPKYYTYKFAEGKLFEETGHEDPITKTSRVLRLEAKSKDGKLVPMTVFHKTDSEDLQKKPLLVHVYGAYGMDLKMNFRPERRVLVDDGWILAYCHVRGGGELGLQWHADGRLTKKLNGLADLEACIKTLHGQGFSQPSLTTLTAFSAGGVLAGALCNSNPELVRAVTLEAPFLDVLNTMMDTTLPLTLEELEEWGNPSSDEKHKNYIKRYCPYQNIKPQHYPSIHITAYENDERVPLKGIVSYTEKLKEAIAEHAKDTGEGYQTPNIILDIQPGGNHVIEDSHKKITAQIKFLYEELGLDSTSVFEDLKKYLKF
pPAFAH FP inh: pPAFAH enzyme inhibitors, primary screen, biochemical, fluorescence polarization, human | Platelet-activating factor acetylhydrolase (Homo sapiens), Q13093 | recombinant pPAFAH, FP-rhodamine probe fluorescence polarization | inhibition, % at 3.39 µM | actives 1.5% (n = 330,000) | AID 463082, 2010;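 active means inhibition above the mean inhibition across the screen plus 3 SD, cut at about 25% in these data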;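 further: inhibitors block binding of the rhodamine activity-based probe so polarization drops; 0% = enzyme with DMSO and 100% = wells lacking pPAFAH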
PAFAH1B2 inh: PAFAH1B2 enzyme inhibitors, primary screen, biochemical, fluorescence polarization, human; actives 1.2% (n = 340,000); recombinant PAFAH1B2, FP-rhodamine activity probe; inhibition, % at 3.39 µM;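 active means inhibition above the mean of all tested compounds plus 3 SD, cut at about 24% in these data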;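 further: 0% = enzyme with DMSO and 100% = wells lacking PAFAH1B2; many of its hits are not listed in these tables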
LYPLA1 inh: LYPLA1 inhibitors, primary screen, counter-screen for PME1 inhibitor project, biochemical, fluorescence polarization, FP-Rh probe ABPP. Acyl-protein thioesterase 1 (Homo sapiens), O75608. recombinant LYPLA1. inhibition, % at 5.9 µM. actives 0.16% (n = 320,000). AID 2174, 2009;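 active means inhibition above the mean of all tested compounds plus 3 SD, set per campaign, cut at about 14% in these data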;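 further: inhibitors block serine hydrolase probe labeling of LYPLA1 so polarization falls; 0% = enzyme with DMSO and 100% = wells lacking LYPLA1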
PAFAH1B3 inh: PAFAH1B3 enzyme inhibitors, primary screen, biochemical, fluorescence polarization, human; Platelet-activating factor acetylhydrolase IB subunit alpha1 (Homo sapiens), Q15102; recombinant PAFAH1B3, FP-rhodamine probe; inhibition, % at 3.39 µM; actives 0.28% (n = 340,000);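 active means inhibition above the screen-wide average of all tested compounds plus 3 SD, cut at about 25% in these data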;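 further: 0% = enzyme with DMSO only and 100% = wells lacking PAFAH1B3 protein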
LYPLA2 counter: LYPLA2 inhibitors, primary screen, counter-screen for PME1 inhibitor project, biochemical, fluorescence polarization, FP-Rh probe ABPP | inhibition, % at 5.9 µM | Acyl-protein thioesterase 2 (Homo sapiens), O95372 | recombinant LYPLA2 | actives 0.38% (n = 320,000) | AID 2177, 2009;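 active means inhibition above the screen-wide mean plus 3 SD, limit set per campaign, cut at about 26% in these data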;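 further: 0% = LYPLA2 with DMSO and 100% = wells lacking LYPLA2 enzyme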
PAD4 FP inh: human PAD4 inhibitors, primary screen, biochemical, fluorescence polarization, 1536-well format; inhibition, % at 6.36 µM; actives 0.41% (n = 330,000); AID 485272, 2010; recombinant PAD4, RCA probe fluorescence polarization; Protein-arginine deiminase type-4 (Homo sapiens), Q9UM07;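 active means percent inhibition above a cutoff equal to the mean of all tested compounds plus 3 SD, cut at about 15% in these data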;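 further: 0% = PAD4 with RCA probe and DMSO and 100% = probe without PAD4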
* = called active by the depositor. A portion of the library, so the mix of outcomes need not match the whole.

What do the screens show for `O=c1c2c(nc3c(-c4cccc5ccccc45)c[nH]n13)CCC2`?
PAFAH2 inh: 68*; GSTO1 inh: -2; PREPL inhibitor: 21; pPAFAH FP inh: 11; PAFAH1B2 inh: 1; LYPLA1 inh: 2; PAFAH1B3 inh: 6; LYPLA2 counter: 8; PAD4 FP inh: 3

What do the screens show for `CN(C(=O)CSc1nc(N)c2c3c(sc2n1)CSC(C)(C)C3)c1ccccc1`?
PAFAH2 inh: -7; GSTO1 inh: -1; PREPL inhibitor: 12; pPAFAH FP inh: 4; PAFAH1B2 inh: 2; LYPLA1 inh: -6; PAFAH1B3 inh: 1; LYPLA2 counter: -3; PAD4 FP inh: 2

Results for CC(=O)N1CCOc2cc(S(=O)(=O)NC(C)c3ccccc3)c(Cl)cc21 (configuration not stated) ?
PAFAH2 inh: 3; GSTO1 inh: 0; PREPL inhibitor: -1; pPAFAH FP inh: -6; PAFAH1B2 inh: 5; LYPLA1 inh: -5; PAFAH1B3 inh: -1; LYPLA2 counter: -4; PAD4 FP inh: -4

What do the screens show for `O=C1CCC(c2ccccc2)=NN1Cc1c(F)cccc1Cl`?
PAFAH2 inh: 7; GSTO1 inh: 3; PREPL inhibitor: -29; pPAFAH FP inh: 5; PAFAH1B2 inh: 4; LYPLA1 inh: -2; PAFAH1B3 inh: 1; LYPLA2 counter: 7; PAD4 FP inh: 1

What do the screens show for `Cn1cccc1C(=O)OCc1nc2ccccc2c(=O)[nH]1`?
PAFAH2 inh: 26; PREPL inhibitor: 15; pPAFAH FP inh: 13; PAFAH1B2 inh: 6; PAFAH1B3 inh: 10; PAD4 FP inh: 4

What do the screens show for `Cc1occc1C(=O)O/N=C(\N)c1ccc(Cl)cc1`?
PAFAH2 inh: 2; GSTO1 inh: 3; PREPL inhibitor: -10; pPAFAH FP inh: 0; PAFAH1B2 inh: 34*; LYPLA1 inh: -4; PAFAH1B3 inh: 1; LYPLA2 counter: -5; PAD4 FP inh: -1

What do the screens show for `COC(=O)c1ccc(S(=O)(=O)NCc2ccco2)o1`?
PAFAH2 inh: -1; GSTO1 inh: -1; PREPL inhibitor: 25; pPAFAH FP inh: -3; PAFAH1B2 inh: 7; LYPLA1 inh: 0; PAFAH1B3 inh: 14; LYPLA2 counter: 5; PAD4 FP inh: 2

How did O=C(O)c1nn(CC(=O)N2CCCCCC2)c(=O)c2ccccc12 do in these assays?
PAFAH2 inh: 0; GSTO1 inh: 8; PREPL inhibitor: -1; pPAFAH FP inh: 1; PAFAH1B2 inh: 3; LYPLA1 inh: -1; PAFAH1B3 inh: 1; LYPLA2 counter: 1; PAD4 FP inh: 2

How did Cc1csc(NC(=O)c2ccc(Cn3nc(C)c(Br)c3C)o2)n1 do in these assays?
PAFAH2 inh: 8; GSTO1 inh: 1; PREPL inhibitor: -23; pPAFAH FP inh: -2; PAFAH1B2 inh: 8; LYPLA1 inh: -14; PAFAH1B3 inh: 5; LYPLA2 counter: -7; PAD4 FP inh: -1

Results for Cc1ccc(OCC(=O)Nc2ccc(N3CCN(S(C)(=O)=O)CC3)cc2)cc1 ?
PAFAH2 inh: 4; GSTO1 inh: 7; PREPL inhibitor: 6; pPAFAH FP inh: -2; PAFAH1B2 inh: -1; LYPLA1 inh: 2; PAFAH1B3 inh: -3; LYPLA2 counter: -3; PAD4 FP inh: -4

What do the screens show for `CCN(CC)CCNC(=O)c1ccc(CS(=O)(=O)c2ccc(Br)cc2)o1`?
PAFAH2 inh: 1; GSTO1 inh: -1; PREPL inhibitor: -33; pPAFAH FP inh: 2; PAFAH1B2 inh: 4; LYPLA1 inh: 2; PAFAH1B3 inh: 2; LYPLA2 counter: -5; PAD4 FP inh: 0

What do the screens show for `O=C(O)c1cccc(S(=O)(=O)Nc2ccccc2Cl)c1`?
PAFAH2 inh: 3; GSTO1 inh: -9; PREPL inhibitor: 4; pPAFAH FP inh: 4; PAFAH1B2 inh: 5; LYPLA1 inh: 4; PAFAH1B3 inh: -4; LYPLA2 counter: 12; PAD4 FP inh: -2

How did COc1ccc(OCc2nnc(SCC(=O)Nc3ccccc3C#N)o2)cc1 do in these assays?
PAFAH2 inh: 6; GSTO1 inh: 6; PREPL inhibitor: -4; pPAFAH FP inh: 1; PAFAH1B2 inh: 3; LYPLA1 inh: 2; PAFAH1B3 inh: 6; LYPLA2 counter: -1; PAD4 FP inh: -2

What do the screens show for `COCCn1c(SCC(=O)NN2C(=O)NC(C)(c3ccccc3)C2=O)nnc1-c1ccncc1` (configuration not stated)?
PAFAH2 inh: 0; PREPL inhibitor: 10; pPAFAH FP inh: -3; PAFAH1B2 inh: -4; LYPLA1 inh: 0; PAFAH1B3 inh: 12; LYPLA2 counter: -2; PAD4 FP inh: -2

What do the screens show for `CN(CC(=O)Nc1ccc(Cl)cc1)C(=O)CNC(=O)c1ccc(Br)o1`?
PAFAH2 inh: 1; GSTO1 inh: 1; PREPL inhibitor: -15; pPAFAH FP inh: 12; PAFAH1B2 inh: 2; LYPLA1 inh: 3; PAFAH1B3 inh: 4; LYPLA2 counter: 0; PAD4 FP inh: -1

How did CCCP(=O)(CC(=O)O)c1ccccc1 (configuration not stated) do in these assays?
PAFAH2 inh: 1; GSTO1 inh: 6; PREPL inhibitor: -4; pPAFAH FP inh: 2; PAFAH1B2 inh: -1; LYPLA1 inh: 1; PAFAH1B3 inh: 1; LYPLA2 counter: -4; PAD4 FP inh: -3

How did CSc1nc(C)cc(Oc2ccccc2)n1 do in these assays?
PAFAH2 inh: 10; GSTO1 inh: -10; PREPL inhibitor: 6; pPAFAH FP inh: 3; PAFAH1B2 inh: 7; LYPLA1 inh: 1; PAFAH1B3 inh: 15; LYPLA2 counter: 2; PAD4 FP inh: 0

How did CN(c1cccc(Cl)c1)S(=O)(=O)c1cccc(C(=O)NC2=NCCS2)c1 do in these assays?
PAFAH2 inh: 6; GSTO1 inh: 5; PREPL inhibitor: -18; pPAFAH FP inh: 4; PAFAH1B2 inh: 7; LYPLA1 inh: -2; PAFAH1B3 inh: 10; LYPLA2 counter: -1; PAD4 FP inh: -1

What do the screens show for `CCOC(=O)NNc1ccc(C(F)(F)F)cn1`?
PAFAH2 inh: -4; GSTO1 inh: 5; PREPL inhibitor: 6; pPAFAH FP inh: -5; PAFAH1B2 inh: 7; LYPLA1 inh: 4; PAFAH1B3 inh: 9; LYPLA2 counter: 2; PAD4 FP inh: -1

How did CC1CCC(C(C)C)C(OC(=O)CSc2nnc(N)s2)C1 (configuration not stated) do in these assays?
PAFAH2 inh: 7; GSTO1 inh: 0; PREPL inhibitor: 10; pPAFAH FP inh: -2; PAFAH1B2 inh: 27*; LYPLA1 inh: -2; PAFAH1B3 inh: 2; LYPLA2 counter: 1; PAD4 FP inh: 2

How did COc1cc2cc(-c3ccc(O)cc3O)nc(C)c2cc1OC do in these assays?
PAFAH2 inh: 1; GSTO1 inh: 1; PREPL inhibitor: 32; pPAFAH FP inh: 21; PAFAH1B2 inh: 1; LYPLA1 inh: 4; PAFAH1B3 inh: 14; LYPLA2 counter: 7; PAD4 FP inh: -3

What do the screens show for `CCOC(=O)[C@@H]1[C@H]2COc3cc(OC)ccc3[C@H]2N2C(=O)N(c3ccc(OC)cc3)C(=O)[C@]12C`?
PAFAH2 inh: 2; PREPL inhibitor: -95; pPAFAH FP inh: 5; PAFAH1B2 inh: 8; PAFAH1B3 inh: -6; PAD4 FP inh: 2

Results for CCOC(=O)Cc1cc(-c2ccc(OC)cc2)nc2ccc3ccccc3c12 ?
PAFAH2 inh: -5; GSTO1 inh: -4; PREPL inhibitor: -7; pPAFAH FP inh: 0; PAFAH1B2 inh: -6; LYPLA1 inh: -6; PAFAH1B3 inh: -6; LYPLA2 counter: -3; PAD4 FP inh: -8

Results for CC(c1ccncn1)N(C)C(=O)c1ccc2oc(Cc3ccccc3)nc2c1 (configuration not stated) ?
PAFAH2 inh: 36*; GSTO1 inh: -7; PREPL inhibitor: 9; pPAFAH FP inh: 1; PAFAH1B2 inh: -3; LYPLA1 inh: -4; PAFAH1B3 inh: 6; LYPLA2 counter: -6; PAD4 FP inh: -5

How did COC(=O)CCC(=O)COc1ccccc1C#N do in these assays?
PAFAH2 inh: -14; GSTO1 inh: 1; PREPL inhibitor: 17; pPAFAH FP inh: 5; PAFAH1B2 inh: -5; LYPLA1 inh: 0; PAFAH1B3 inh: 3; LYPLA2 counter: 6; PAD4 FP inh: -2

Results for CCOC(=O)CSc1nc(C)c(C(C)=O)cc1C#N ?
PAFAH2 inh: 4; GSTO1 inh: -6; PREPL inhibitor: 4; pPAFAH FP inh: 3; PAFAH1B2 inh: 7; LYPLA1 inh: 2; PAFAH1B3 inh: 8; LYPLA2 counter: 4; PAD4 FP inh: -3

What do the screens show for `CCOC(=O)C(Cc1ccccc1)NC(=O)CCCC(=O)c1ccccc1` (configuration not stated)?
PAFAH2 inh: 3; GSTO1 inh: 5; PREPL inhibitor: 17; pPAFAH FP inh: 4; PAFAH1B2 inh: 5; LYPLA1 inh: -4; PAFAH1B3 inh: 2; LYPLA2 counter: 4; PAD4 FP inh: -4

What do the screens show for `Cc1[nH]c2ccccc2c1/C=N/NC(=O)CNC(=O)COc1ccccc1`?
PAFAH2 inh: -1; GSTO1 inh: 7; PREPL inhibitor: 4; pPAFAH FP inh: 9; PAFAH1B2 inh: 2; LYPLA1 inh: 1; PAFAH1B3 inh: 10; LYPLA2 counter: -1; PAD4 FP inh: -2

Results for Cc1cc(C)c2cc(C(=O)N(C)C3CCN(C)CC3)[nH]c2c1 ?
PAFAH2 inh: 5; GSTO1 inh: -2; PREPL inhibitor: -1; pPAFAH FP inh: -4; PAFAH1B2 inh: 3; LYPLA1 inh: -3; PAFAH1B3 inh: 2; LYPLA2 counter: 1; PAD4 FP inh: 6

In the list so far, these have bromine.
How did Cc1csc(NC(=O)c2ccc(Cn3nc(C)c(Br)c3C)o2)n1 do in these assays?
PAFAH2 inh: 8; GSTO1 inh: 1; PREPL inhibitor: -23; pPAFAH FP inh: -2; PAFAH1B2 inh: 8; LYPLA1 inh: -14; PAFAH1B3 inh: 5; LYPLA2 counter: -7; PAD4 FP inh: -1

What do the screens show for `CCN(CC)CCNC(=O)c1ccc(CS(=O)(=O)c2ccc(Br)cc2)o1`?
PAFAH2 inh: 1; GSTO1 inh: -1; PREPL inhibitor: -33; pPAFAH FP inh: 2; PAFAH1B2 inh: 4; LYPLA1 inh: 2; PAFAH1B3 inh: 2; LYPLA2 counter: -5; PAD4 FP inh: 0

What do the screens show for `CN(CC(=O)Nc1ccc(Cl)cc1)C(=O)CNC(=O)c1ccc(Br)o1`?
PAFAH2 inh: 1; GSTO1 inh: 1; PREPL inhibitor: -15; pPAFAH FP inh: 12; PAFAH1B2 inh: 2; LYPLA1 inh: 3; PAFAH1B3 inh: 4; LYPLA2 counter: 0; PAD4 FP inh: -1
